Source: PubChem
All columns: NCI-60 one-dose screen, growth in % after 48 h at 10 µM unless noted; 100 = growth as untreated, 0 = no growth, -100 = all killed.
MALME-3M = MALME-3M melanoma; 78,000 tested, 5.8% active
M14 = M14 melanoma; 80,000 tested, 6.2% active; AID 1794745
UACC-62 = UACC-62 melanoma | AID 1794756 | 81,000 tested, 5.4% active
SK-MEL-2 = SK-MEL-2 melanoma; 77,000 tested, 4.7% active
SK-MEL-28 = SK-MEL-28 melanoma | 81,000 tested, 4.1% active
SK-MEL-5 = SK-MEL-5 melanoma | 80,000 tested, 6.4% active
UACC-257 = UACC-257 melanoma | AID 1794764 | 78,000 tested, 4.4% active
MDA-MB-435 = MDA-MB-435 melanoma; 82,000 tested, 7.8% active; AID 1794794
The depositor's hits bear a star; · = not tested or not shown; & = joins results of further samples; [ ] = another dose, or the depositor's remark. The calls were made as follows: active = growth percent below 10; inactive = the rest.

#1 C[C@@H](O)[C@@H]1NC(=O)[C@H](CCC(N)=O)NC(=O)[C@@H](Cc2ccc(O)cc2)NC(=O)CSC[C@@H](C(N)=O)NC(=O)[C@H](Cc2ccccc2)NC(=O)[C@H](CO)NC(=O)[C@H](Cc2ccc(O)cc2)NC(=O)[C@H](CCCNC(=N)N)NC(=O)[C@H](CCCNC(=N)N)NC(=O)CNC(=O)[C@H](CCCNC(=N)N)NC(=O)[C@H](Cc2c[nH]c3ccccc23)NC(=O)[C@H](CO)NC(=O)[C@H](Cc2c[nH]c3ccccc23)NC1=O
#2 O=[N+]([O-])CC(c1ccccc1Cl)c1c[nH]c2ccccc12 (centres undefined)
#3 Cc1cc(Nc2ccc(F)cc2)n2c(nc3ccccc32)c1C#N
#4 CCOC(=O)C1=C(C)n2nc(CC#N)c(C#N)c2NC1c1ccc(N(C)C)cc1 (centres undefined)
#5 CCCCCNS(=O)(=O)c1ccc(C)cc1

assay / compound	1	2	3	4	5
UACC-257	97	76	90	117	108
SK-MEL-5	104	93	74	96	103
M14	112	76	92	94	93
SK-MEL-2	102	67	94	103	99
MALME-3M	101	87	·	96	92
SK-MEL-28	128	85	93	94	100
UACC-62	110	58	71	95	·
MDA-MB-435	108	26	87	98	88

#6 ClCc1ccc(-c2ccc(Cn3cnc4nc(Cl)nc(Cl)c43)cc2)cc1
#7 CCCC1(c2ccccc2)NC(=O)N(CC(=O)NCC(=O)Nc2ccc(F)c(F)c2F)C1=O (centres undefined)
#8 CCCCCCCCCCCCCCCc1ccc(C(=O)C[n+]2ccccc2)cc1
#9 ClB(Cl)c1ccccc1
#10 CCCCSc1nc(N/N=C/c2cc(Cl)ccc2O)c(C#N)c(-c2ccc(F)cc2)n1

assay / compound	6	7	8	9	10
UACC-257	·	·	-76*	94	81
SK-MEL-5	-85*	102	-32*	99	69
M14	13	107	-90*	108	94
SK-MEL-2	66	91	-81*	111	71
MALME-3M	-33*	111	·	109	103
SK-MEL-28	1.0*	114	-15*	105	108
UACC-62	-21*	99	-28*	103	78
MDA-MB-435	-19*	110	-78*	95	90

#11 Cc1ccc(Cl)cc1NS(=O)(=O)c1ccccc1
#12 CCCCCCCCCCCCCCCC[N+]1([O-])CCOCC1
#13 Cc1nn(-c2cc(=O)[nH]c3ccccc23)c(N)c1C#N
#14 CC(c1ccccc1)N1C(=O)/C(=C/c2csc(C#N)n2)SC1=S (centres undefined)
#15 CCc1ccccc1Nc1nc(-c2c(C)nc3sccn23)cs1

assay / compound	11	12	13	14	15
UACC-257	105&90	78	110	82	65
SK-MEL-5	103&105	85	·	97	24
M14	99&107	100	106	78	80
SK-MEL-2	111&128	86	103	96	108
MALME-3M	92&121	104	108	82	80
SK-MEL-28	105&110	91	109	94	96
UACC-62	89&85	93	99	85	76
MDA-MB-435	100&102	90	106	94	84

Rewritten with bars between the fields: entries from further up.
cpd | Structure | UACC-257 | SK-MEL-5 | M14 | SK-MEL-2 | MALME-3M | SK-MEL-28 | UACC-62 | MDA-MB-435
1 | C[C@@H](O)[C@@H]1NC(=O)[C@H](CCC(N)=O)NC(=O)[C@@H](Cc2ccc(O)cc2)NC(=O)CSC[C@@H](C(N)=O)NC(=O)[C@H](Cc2ccccc2)NC(=O)[C@H](CO)NC(=O)[C@H](Cc2ccc(O)cc2)NC(=O)[C@H](CCCNC(=N)N)NC(=O)[C@H](CCCNC(=N)N)NC(=O)CNC(=O)[C@H](CCCNC(=N)N)NC(=O)[C@H](Cc2c[nH]c3ccccc23)NC(=O)[C@H](CO)NC(=O)[C@H](Cc2c[nH]c3ccccc23)NC1=O | 97 | 104 | 112 | 102 | 101 | 128 | 110 | 108
2 | O=[N+]([O-])CC(c1ccccc1Cl)c1c[nH]c2ccccc12 (centres undefined) | 76 | 93 | 76 | 67 | 87 | 85 | 58 | 26

(further entries)
#16 CC(=O)c1ccc(-n2ccc(C(F)(F)F)n2)cc1
#17 CC(NC(=O)CCl)c1ccccc1 (centres undefined)
#18 CC(=O)[C@H]1CC[C@H]2[C@@H]3CC[C@@H]4CC=C(C=O)C[C@]4(C)[C@H]3CC[C@]12C
#19 COc1cc(CNC(=O)/C=C/C=C/c2ccc3c(c2)OCO3)ccc1OCc1cn(-c2ccccc2F)nn1
#20 CC[C@@H](C(=O)[C@@H](C)[C@@H](O)[C@H](C)[C@@H]1O[C@@H]([C@@H](CC)C(=O)OCC(F)(F)F)CC[C@@H]1C)C1O[C@]2(C=CC(=O)[C@]3(CC[C@@](C)([C@H]4CC[C@](O)(CC)[C@H](C)O4)O3)O2)[C@H](C)C[C@@H]1C (some centres undefined)

assay / compound	16	17	18	19	20
UACC-257	109	100	96	92	77
SK-MEL-5	104	94	90	·	67
M14	99	94	89	·	75
SK-MEL-2	102	104	99	101	89
MALME-3M	97	99	96	86	78
SK-MEL-28	101	111	94	88	97
UACC-62	90	102	79	75	67
MDA-MB-435	100	100	97	94	85

#21 COC(=O)c1c2c(c(C)[n+]([O-])c1C)C(=O)C=C(NCc1ccc(F)c(Cl)c1)C2=O
#22 CC(C)(C)[Si](C)(C)OC1[C@@H](O[Si](C)(C)C(C)(C)C)[C@@H](CNC(=O)NC(=O)NC(=O)CCl)O[C@H]1n1cnc2c(NC(=O)Nc3ccccc3)ncnc21 (some centres undefined)
#23 Cc1ccc2cccc(OC(=O)Nc3cccc(C(F)(F)F)c3)c2n1
#24 O=C(CS(=O)(=O)c1ccccc1)Nc1ccc(C(=O)O)cc1
#25 CCCOC(=O)Cn1cc(I)c(=O)c(I)c1

assay / compound	21	22	23	24	25
UACC-257	-83*	98	87	105	95
SK-MEL-5	-98*	87	86	99	100
M14	-88*	65	85	102	114
SK-MEL-2	-43*	85	·	102	108
MALME-3M	-98*	-79*	82	100	108
SK-MEL-28	-12*	105	85	111	106
UACC-62	-71*	88	61	99	98
MDA-MB-435	-97*	76	91	102	109

#26 Nc1ccc(NC(=O)c2ccccc2-c2ccccc2C(=O)O)cc1
#27 N#CCC1=CCCCC1
#28 COC(=O)C[C@H](Nc1nc(N)nc(N2CCCCC2)c1C=O)C(=O)OC
#29 O=S(=O)(NC1c2ccccc2CC1O)c1ccc(Cl)c(Cl)c1 (centres undefined)
#30 Cc1ccc2nc(-c3ccc(-c4nnc(SCC(=O)Nc5ccc(Cl)cc5)o4)cc3)[nH]c2c1

assay / compound	26	27	28	29	30
UACC-257	103	124	103	105	102
SK-MEL-5	104	106	111	100	84
M14	114	95	108	102	54
SK-MEL-2	99	·	107	100	95
MALME-3M	·	106	·	102	26
SK-MEL-28	105	106	108	108	40
UACC-62	103	99	107	88	56
MDA-MB-435	107	101	100	103	49

#31 Oc1ccc(-c2cnc3nonc3n2)cc1
#32 CCCCNC(=O)c1cc(NCc2cc(O)ccc2O)ccc1O
#33 CC(C)n1c(/C=C/[C@@H](O)C[C@@H](O)CC(=O)O)c(-c2ccc(F)cc2)c2ccccc21
#34 CC(C)C(C#N)c1ccccc1 (centres undefined)
#35 N#CSCc1ccc(CSC#N)c(Cl)c1

assay / compound	31	32	33	34	35
UACC-257	84	69	79	99	68
SK-MEL-5	101	98	·	·	65
M14	94	·	55	102	51
SK-MEL-2	90	94	15	107	86
MALME-3M	114	108	80	107	54
SK-MEL-28	116	105	73	105	83
UACC-62	92	94	16	104	72
MDA-MB-435	95	97	56	110	41

Reformatted as a markdown table: entries from further up
| nr | canonical_smiles | UACC-257 | SK-MEL-5 | M14 | SK-MEL-2 | MALME-3M | SK-MEL-28 | UACC-62 | MDA-MB-435 |
| --- | --- | --- | --- | --- | --- | --- | --- | --- | --- |
| 25 | CCCOC(=O)Cn1cc(I)c(=O)c(I)c1 | 95 | 100 | 114 | 108 | 108 | 106 | 98 | 109 |
| 26 | Nc1ccc(NC(=O)c2ccccc2-c2ccccc2C(=O)O)cc1 | 103 | 104 | 114 | 99 | · | 105 | 103 | 107 |
| 27 | N#CCC1=CCCCC1 | 124 | 106 | 95 | · | 106 | 106 | 99 | 101 |
| 28 | COC(=O)C[C@H](Nc1nc(N)nc(N2CCCCC2)c1C=O)C(=O)OC | 103 | 111 | 108 | 107 | · | 108 | 107 | 100 |
| 29 | O=S(=O)(NC1c2ccccc2CC1O)c1ccc(Cl)c(Cl)c1 (centres undefined) | 105 | 100 | 102 | 100 | 102 | 108 | 88 | 103 |
| 30 | Cc1ccc2nc(-c3ccc(-c4nnc(SCC(=O)Nc5ccc(Cl)cc5)o4)cc3)[nH]c2c1 | 102 | 84 | 54 | 95 | 26 | 40 | 56 | 49 |
| 31 | Oc1ccc(-c2cnc3nonc3n2)cc1 | 84 | 101 | 94 | 90 | 114 | 116 | 92 | 95 |
| 32 | CCCCNC(=O)c1cc(NCc2cc(O)ccc2O)ccc1O | 69 | 98 | · | 94 | 108 | 105 | 94 | 97 |
| 33 | CC(C)n1c(/C=C/[C@@H](O)C[C@@H](O)CC(=O)O)c(-c2ccc(F)cc2)c2ccccc21 | 79 | · | 55 | 15 | 80 | 73 | 16 | 56 |
| 34 | CC(C)C(C#N)c1ccccc1 (centres undefined) | 99 | · | 102 | 107 | 107 | 105 | 104 | 110 |

(next part)
#36 O=C(NNC(=S)Nc1ccccc1)c1ccc2cccc(O)c2n1
#37 O=C(CC1Sc2ccccc2NC1=O)NNc1ccc(Cl)cc1Cl (centres undefined)
#38 O=C1/C(=C/c2ccc(Cl)cc2)CN(Cc2cn(CCNc3ccnc4cc(Cl)ccc34)nn2)C/C1=C\c1ccc(Cl)cc1
#39 CCOC(=O)c1c(C)nc2c(c1N)/C(=C/c1ccc(OC)cc1)C(=O)N2Cc1ccccc1
#40 COc1cc(O)c(C(=O)c2ccccc2)cc1S(=O)(=O)O

assay / compound	36	37	38	39	40
UACC-257	98	84	-92*	50	93
SK-MEL-5	89	82	-100*	62	111
M14	·	72	-70*	71	107
SK-MEL-2	89	·	-89*	65	111
MALME-3M	47	97	-69*	64	97
SK-MEL-28	88	106	-100*	79	109
UACC-62	78	72	-87*	49	106
MDA-MB-435	89	79	-99*	63	·

#41 CCCCCCCCCCCCCC#N
#42 Cc1c(C2Nc3ccccc3C2C)[nH]c2ccccc12 (centres undefined)
#43 O=C(O)c1cc(C(=O)O)[nH]n1
#44 COCCOC(=O)NC(=O)Nc1ccc(C(=O)c2ccc(Cl)cc2)cc1
#45 CCCC(C)NCCOC(=O)c1ccccc1 (centres undefined)

assay / compound	41	42	43	44	45
UACC-257	94	·	114	51	102
SK-MEL-5	98	43	102	5.5*	108&106
M14	100	61	106	20	101&105
SK-MEL-2	100	115	·	28	106&119
MALME-3M	100	66	88	57	125&101
SK-MEL-28	105	79	105	63	113&108
UACC-62	100	57	90	26	94&114
MDA-MB-435	113	61	101	7.0*	110&101

#46 O=C(O)CCCn1c(-c2ccc(Cl)cc2)nc(-c2ccccc2)c1-c1ccccc1
#47 Cn1c(=O)c(C#N)c(-c2ccccc2)n2c(SCc3ccccc3)nnc12
#48 NNC(=O)Cc1ccc2ccccc2c1
#49 COC(=O)[C@H](Cc1cn(C)cn1)NC(=O)[C@H](CC(=O)OCc1ccccc1)NC(=O)Nc1cc(C(F)(F)F)cc(C(F)(F)F)c1
#50 N#Cc1ncc(-c2ccc(F)cc2)c(NC2CCCCCC2)n1

assay / compound	46	47	48	49	50
UACC-257	86	72	84	-95*[100 µM]	90
SK-MEL-5	88	94	101	-97*[100 µM]	95
M14	92	96	94	-94*[100 µM]	103
SK-MEL-2	105	101	103	-93*[100 µM]	100
MALME-3M	94	175	97	-94*[100 µM]	114
SK-MEL-28	115	130	98	-96*[100 µM]	96
UACC-62	101	98	105	-98*[100 µM]	75
MDA-MB-435	101	101	102	-92*[100 µM]	103

#51 CSc1nc(NN)c(C#N)c(-c2ccco2)n1
#52 NS(=O)(=O)c1cccc(Nc2nc(SCC(=O)c3ccc(Cl)cc3)nc3ccccc23)c1
#53 C(CCN1CCCCC1)=C(c1ccccc1)c1ccccc1
#54 Cn1cccc1C(=O)C1C(c2cccc(F)c2)C2CSCN2C12C(=O)Nc1ccc(Cl)cc12 (centres undefined)
#55 Ic1ccc([I+]c2ccc(I)cc2)cc1
#56 CN1CCN(Cn2nc(-c3cc(Cl)cc(Cl)c3Cl)n(/N=C/c3ccc(Cl)cc3)c2=S)CC1
#57 COc1cc([N+](=O)[O-])c(NC(C)=O)cc1Br
#58 Nc1c(C(=O)NCc2ccco2)sc2nc3c(cc12)C(=O)CCC3

assay / compound	51	52	53	54	55	56	57	58
UACC-257	97	95	94	107	79	94	102	93
SK-MEL-5	100	74	97	103	23	92	105	103
M14	104	99	96	96	69	96	109	108
SK-MEL-2	100	77	97	115	113	98	129	94
MALME-3M	116	66	98	112	57	101	103	109
SK-MEL-28	108	89	99	109	65	111	125	109
UACC-62	84	63	103	82	64	90	101	91
MDA-MB-435	108	78	98	105	62	107	110	96

Compounds were not picked by outcome; 11% or so of the library scored in one or more.
